Bioassay records from PubChem.
Salmonella PhoP GFP – inhibitors of PhoP regulon expression, primary screen, Salmonella Typhimurium, GFP reporter (AID 1863); S. Typhimurium PhoP-regulated promoter GFP reporter, 4 h; higher % means a stronger effect; inhibition, % at 50 µM; hits with a dose series show IC50 in µM; 300,000 tested, 0.16% active;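 active = inhibition over 29.93%, a cutoff 3 SD above the screen mean, later confirmed by dose response; inconclusive = inhibition over 29.93% but no dose response follow-up; inactive = inhibition at most 29.93% or unconfirmed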;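 note: 0% = low Mg2+ inducing control and 100% = high Mg2+ repressing control; strong numbers were not always called active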
CSM14.1 death rescue – protection against thapsigargin-triggered cell killing – 384-well, CSM14.1, ATP luminescence, primary screen (AID 1222); CSM14.1 thapsigargin-induced death rescue, ATP luminescence; higher % means a stronger effect; cellular ATP content (survival), % at 20 µM; hits with a dose series show EC50 in µM; 190,000 tested, under 10 active;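 active = EC50 below 50 µM in the dose-response confirmation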;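 note: death triggered by thapsigargin at about 15 µM added after 2 h compound pretreatment; cell ATP read after overnight thapsigargin exposure of roughly 18 to 22 hours; normalized against plate controls of thapsigargin alone and 5% DMSO vehicle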
P. falciparum M17LAP – P. falciparum M17LAP inhibitors, primary screen, biochemical, fluorogenic H-Leu-NHMec substrate, 1536-well (AID 1619); recombinant M17LAP, H-Leu-NHMec fluorogenic kinetic assay; higher % means a stronger effect; 220,000 tested, 0.38% active; inhibition, % at 30 µM, or IC50 in µM where a hit was titrated;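 active = compound inhibiting the enzyme by more than half at any dose during confirmatory dose-response retesting; inconclusive = strong single-dose inhibitors picked by rank but not retested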;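 note: plate controls were full reaction with DMSO carrier for no effect and no enzyme background for full effect; strong numbers were not always called active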
SIAH1 antagonists – blockers of Siah-1 interaction with plectin peptide – biochemical, fluorescence polarization, rhodamine-plectin, uHTS, primary screen (AID 1817); Siah-1 / rhodamine-plectin peptide fluorescence polarization; higher % means a stronger effect; displacement, % at 20 µM; hits with a dose series show IC50 in µM; 290,000 tested, 0.02% active;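 active = displacement of at least 50% at 20 µM, with a fluorescence ratio check between 0.3 and a set limit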;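 note: plate controls were Siah plus tracer with DMSO for no effect and tracer alone without Siah for full effect; strong numbers were not always called active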
West Nile virus CPE – West Nile virus antiviral activity, cell-based, CPE readout (AID 1621). one-dose CPE inhibition, % at 10 µM; IC50 in µM for titrated hits. 290,000 tested, 0.02% active. West Nile virus-infected cells, CPE inhibition; higher % means a stronger effect; in the data active = a potency from the dose series; inconclusive = CPE inhibition mostly from about 3.7% at the one dose, without a potency; inactive = the rest, 99 in 100 with CPE inhibition below about 2.2%; note: strong numbers were not always called active
Yfh1-off respiration – enhancers of respiration in Yfh1-depleted yeast, dose response, Friedreich's ataxia, plus single-dose screen (AID 1465) | 220,000 tested, 0.074% active | one-dose fold induction at 50 µM; EC50 in µM for titrated hits | S. cerevisiae Yfh1-off respiration, WST-1 reduction, 72 h; higher fold induction means a stronger effect;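 active = fold induction of absorbance versus untreated yeast above a set limit, then at least 30% activation at any dose in follow-up; inconclusive = repeats straddling the limit, or above it without dose testing; inactive = fold induction below the set limit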;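 note: activators that raise dye reduction in frataxin-depleted yeast; strong numbers were not always called active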
PMI inhibition – MPI inhibition at elevated mannose 6-phosphate – biochemical, fluorescence intensity, high mannose 6-phosphate, primary screen (AID 1220). recombinant PMI enzyme, coupled fluorescence intensity; higher % means a stronger effect. 190,000 tested, 0.66% active. inhibition, % at 20 µM; hits with a dose series show IC50 in µM; in the data active = inhibition above about 50%
XIAP displacement – small molecules displacing peptide from XIAP – biochemical, IAP family, fluorescence polarization (AID 1018); XIAP BIR domain, fluorescence polarization peptide displacement; higher % means a stronger effect; one-dose displacement, % at 20 µM; IC50 in µM for titrated hits; 200,000 tested, 0.007% active; in the data active = displacement above about 50%; note: a part of the inactive calls stands beside numbers as strong as those of hits
M1AAP inhibition – P. falciparum M1AAP inhibitors, biochemical, fluorogenic H-Leu-NHMec substrate, 1536-well (AID 1445). 220,000 tested, 0.42% active. one-dose inhibition, % at 30 µM; IC50 in µM for titrated hits. recombinant M1AAP, H-Leu-NHMec fluorogenic kinetic assay; higher % means a stronger effect;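 active = primary inhibition above the hit cutoff, then over 50% inhibition at one or more dose response concentrations, cut at about 23% in these data, passing the limit was not always enough; inconclusive = conflicting primary data, or primary hits not chosen for dose response; inactive = low primary inhibition, or under 50% at every dose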;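 note: plate controls were DMSO full reaction for no effect and no enzyme background for full effect; strong numbers were not always called active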
Active calls of the source: *; i = inactive; u = inconclusive; x = no result given; & = joins results of further samples.

item	smiles	PMI inhibition	XIAP displacement	Yfh1-off respiration	West Nile virus CPE	M1AAP inhibition	P. falciparum M17LAP	SIAH1 antagonists	CSM14.1 death rescue	Salmonella PhoP GFP
1	O=C(NCc1ccccn1)c1ccc(Cn2c(=S)[nH]c3ccc(Br)cc3c2=O)cc1	9%	-9.4%	i	-0.1%	-1%	-2%	2%	-0.6%	0%
2	COCc1cc(=O)[nH]c2c1c(-c1ccccc1)nn2C	x	x	i	-0.1%	-1%	12%	0%	x	1%
3	COc1ccccc1C(O)(C(=O)NN(C)c1ccccc1)c1ccccc1OC	3%	-21%	i	-0.2%	-4%	-2%	1%	0.1%	5%
4	O=c1c2cc(Cl)ccc2[nH]c(=S)n1Cc1cccs1	7%	1.1%	i	-1.1%	-1%	8%	1%	-0.6%	4%
5	Cc1cc(C)c(C#N)c(Oc2ccccc2)n1	13%	1.2%	i	0.8%	4%	-1%	-3%	-1.7%	4%
6	C=CCOC(=O)c1[nH]c2c(c1C)C(=O)CC(c1cc(OC)c(OC)c(OC)c1)C2 (stereo unspecified)	11%	-2.9%	i	-0.5%	5%	-4%	0%	x	3%
7	O=C(NCCCc1ccccc1)c1ccc(Br)o1	14%	-2.7%	i	0.3%	2%	5%	-3%	-3.6%	15%
8	O=C(Nc1c(C(=O)N2CCOCC2)cnn1-c1ccccc1)c1ccccc1	-8%	-7.7%	i	-0.6%	9%	1%	-2%	-0.3%	5%
9	CC(C)CNS(=O)(=O)c1ccc(OCC(=O)Nc2ccc3c(c2)OCO3)c(Cl)c1	14%	0.9%	i	0.4%	3%	7%	-3%	-3.0%	4%
10	Oc1c(C=C2N=c3ccccc3=N2)sc(=S)n1C1CCCC1	4%	-3.7%	i	-1.1%	8%	-13%	-7%	-0.5%	-20%
11	O=C(CN1C(=O)CCC1=O)NNc1ccc2ccccc2c1	9%	-4.2%	i	0.1%	3%	-9%	6%	2.5%	16%
12	CC(C)c1nc2ccccc2c2nnc(SCC(=O)NCc3ccco3)n12	5%	-1.0%	i	0.5%	-3%	-5%	-5%	-4.5%	0%

item	smiles	PMI inhibition	XIAP displacement	Yfh1-off respiration	West Nile virus CPE	M1AAP inhibition	P. falciparum M17LAP	SIAH1 antagonists	CSM14.1 death rescue	Salmonella PhoP GFP
13	CSc1ccccc1C(=O)NCc1cccnc1	-14%	-1.5%	i	0.3%	7%	3%	-2%	-1.0%	0%
14	O=C(CCn1c(=O)c2ccccc2n(Cc2cccc([N+](=O)[O-])c2)c1=O)N1CCc2ccccc2C1	-6%	-3.0%	i	-1.4%	5%	1%	10%	1.7%	3%
15	O=C1/C(=C\c2cccnc2)SC(=S)N1c1ccc(F)cc1	-5%	-4.2%	i	-0.3%	8%	-6%	-3%	1.3%	-2%
16	CC(C)c1ccc(NC(=O)COc2ccc(C3SCCS3)cc2)cc1	x	x	i	0.2%	4%	6%	16%	x	-13%
17	COc1cc2c(cc1OC)C1=C(C#N)CCC(=NC(=O)c3ccco3)N1CC2	-2%	-7.8%	i	0.3%	1%	8%	3%	0.8%	8%
18	Cc1ccc2nc(-c3cccnc3)cc(C(=O)Nc3ccc(F)cc3C)c2c1	-6%	-8.5%	i	-0.6%	11%	4%	-4%	0.1%	-3%
19	CCC(=O)Nc1ccc(N2CCCCC2)cc1	-18%	-6.9%	i	0.3%	3%	3%	-4%	-2.7%	3%
20	COc1ccc(N2CCN(C(=O)CSc3ncnc4c3cnn4-c3ccccc3C)CC2)cc1	12%	-6.9%	i	-0.1%	0%	8%	13%	-1.2%	9%
21	Cc1ccc(NS(=O)(=O)c2cc(NC(=O)C(C)Oc3ccccc3)ccc2C)c(C)c1 (stereo unspecified)	2%	-5.3%	i	-2.0%	3%	4%	-1%	-2.0%	-2%
22	COc1ccc(C2CC(=O)Nc3n[nH]c(-c4ccccc4)c32)cc1OC (stereo unspecified)	9%	-2.7%	i	-0.2%	4%	-17%	0%	0.1%	-3%
23	Cc1occc1C(=O)NC(C)C12CC3CC(CC(C3)C1)C2 (stereo unspecified)	14%	-6.1%	i	-0.8%	2%	13%	-2%	0.5%	-2%
24	COC(=O)c1cccc(COC(=O)c2ccc(N(C)C)cc2)c1	9%	0.3%	i	0.5%	1%	-8%	9%	16%	8%

item	smiles	PMI inhibition	XIAP displacement	Yfh1-off respiration	West Nile virus CPE	M1AAP inhibition	P. falciparum M17LAP	SIAH1 antagonists	CSM14.1 death rescue	Salmonella PhoP GFP
25	COc1cccc(OC)c1OCCCOc1ccc(C)cc1Br	0%	-3.0%	i	-0.5%	4%	1%	3%	-1.8%	-3%
26	NC(=S)c1cc2cc(Br)ccc2oc1=O	29%	-1.3%	i	-0.3%	1%	-3%	6%	-1.4%	1%
27	O=C(Nc1ccc(N2CCOCC2)cc1)c1ccc(-c2ccccc2[N+](=O)[O-])o1	25%	-5.6%	i	-0.3%	5%	5%	-1%	2.7%	-10%
28	O=C1C(Cl)=C(NCCN2CCCCC2)C(=O)c2ccccc21	54%*	-2.3%	i	-2.0%	1%	10%	7%	4.1%	8%
29	Cc1cc(/C=N\NC(=O)COc2cccc3cccnc23)c(C)n1-c1ccccc1	8%	1.3%	i	-0.9%	6%	8%	-7%	-6.2%	5%
30	CCc1ccc(C(=O)Nc2ccc(S(=O)(=O)Nc3nc(C)cc(C)n3)cc2)o1	1%	-5.8%	i	0.1%	-4%	11%	-1%	-2.3%	10%
31	O=S(=O)(c1ccc2c(c1)OCCO2)N1CCN(Cc2ccccc2)CC1	3%	-2.7%	i	-0.2%	-11%	-10%	2%	-2.0%	11%
32	CC1=C(C)CS(=O)N(c2ccc(S(N)(=O)=O)cc2)C1 (stereo unspecified)	3%	-11%	i	0.0%	5%	-2%	0%	-2.4%	5%
33	Cc1cc(C)c(C#N)c(Oc2ccccc2Br)n1	-2%	-2.9%	i	0.1%	10%	4%	1%	0.3%	-5%
34	O=C(Nc1nc2ccc(S(=O)(=O)N3CCCC3)cc2s1)c1cccs1	3%	-8.2%	i	0.4%	9%	4%	14%	-0.1%	0%
35	O=C(NCc1cccc(Br)c1)C1CC(c2ccccc2C(F)(F)F)=NO1 (stereo unspecified)	x	x	i	1.1%	7%	0%	1%	x	7%&-4%
36	CC(=O)Nc1cccc(-n2nnc(SCC(=O)Nc3ccc(F)c(Cl)c3)n2)c1	x	x	i	0.6%	4%	7%	0%	x	-2%

item	smiles	PMI inhibition	XIAP displacement	Yfh1-off respiration	West Nile virus CPE	M1AAP inhibition	P. falciparum M17LAP	SIAH1 antagonists	CSM14.1 death rescue	Salmonella PhoP GFP
37	CC(=O)C1=C(c2ccccc2)OC(N)=C(C#N)C1c1ccccc1C (stereo unspecified)	21%	-12%	i	0.6%	4%	3%	-5%	-1.3%	8%
38	CCC(C)NC(=O)N1c2ccccc2Sc2ccccc21 (stereo unspecified)	x	x	i	-0.5%	2%	0%	12%	x	-7%
39	O=C(O)CC(NC(=O)C(c1ccccc1)c1ccccc1)c1cccc([N+](=O)[O-])c1 (stereo unspecified)	x	x	i	0.3%	7%	5%	7%	x	-6%
40	CCn1cc(C2=NOC(C(=O)Nc3ccc4c(c3)OCO4)C2)c(C)n1 (stereo unspecified)	8%	-21%	i	-1.0%	-2%	1%	2%	-2.2%	-6%
41	CCN(CC)c1ccc(/C=N/Nc2nc3ccccc3[nH]2)cc1	8%	-4.3%	i	-1.0%	-15%	17%	-13%	-1.8%	u
42	CCn1ncc(Br)c1C(=O)Nc1cc([N+](=O)[O-])ccc1C	4%	-2.4%	i	-0.7%	-5%	3%	2%	0.5%	8%
43	CN1CCN(S(=O)(=O)c2ccc(NC(=O)C3CCCO3)cc2)CC1 (stereo unspecified)	-6%	-5.6%	i	0.1%	0%	-5%	-1%	-0.4%	0%
44	CC(=O)NS(=O)(=O)c1cccnc1Nc1ccc(Cl)c(Cl)c1	-9%	-1.4%	i	0.1%	2%	5%	2%	1.6%	-7%
45	O=C(NCc1cccnc1)C1COc2ccccc2O1 (stereo unspecified)	-10%	-2.7%	x	x	0%	1%	3%	3.5%	2%
46	Cc1ccc(S(=O)(=O)N2Cc3ccccc3CC2C(=O)Nn2cnnc2)cc1 (stereo unspecified)	13%	-2.4%	i	0.2%	8%	6%	0%	-0.8%	6%
47	Cc1cccc2cc(CNCC3CCCO3)c(Cl)nc12 (stereo unspecified)	x	-9.4%	i	-0.1%	-7%	12%	-1%	-2.3%	-1%
48	CCOC(=O)c1c(CN2CCCCC2)oc2ccc(O)cc12	9%	-4.3%	i	0.2%	10%	-3%	1%	3.3%	15%

item	smiles	PMI inhibition	XIAP displacement	Yfh1-off respiration	West Nile virus CPE	M1AAP inhibition	P. falciparum M17LAP	SIAH1 antagonists	CSM14.1 death rescue	Salmonella PhoP GFP
49	N/C(=N\OC(=O)C(c1ccccc1)c1ccccc1)c1cccnc1	-3%	-3.5%	i	0.2%	10%	15%	3%	-2.6%	2%
50	Cc1cc2cc(CNC(=O)c3ccc(S(=O)(=O)N4CCCC4)cc3)ccc2n1C	12%	12%	i	0.5%	2%	-9%	23%	-1.5%	17%
51	CC(C)NCc1c(O)c(Br)cc2oc3c(c12)CCCC3	16%	-4.0%	i	1.2%	10%	14%	3%	-1.5%	-13%
52	Clc1cccc(Cl)c1Cn1nnc(N2CCCC2)n1	x	x	i	-0.5%	13%	3%	-3%	x	10%
53	CC(C)=CCCC1=CCC2C(=O)NNC(=O)C2C1 (stereo unspecified)	0%	-3.1%	i	0.0%	-2%	1%	2%	-0.5%	5%
